Source: PubChem
GLP1R cytotox – cytotoxicity in counter-screen for GLP-1R inverse agonists | AID 624418 | Potency, µM (doses to about 38.3 µM), without a hit: at the highest dose activity change, negative = inhibition, actives largely listed as inhibitors | 410,000 compounds, 0.13% hits | HEK293 cAMP-luciferase reporter cells, luminescence, 24 h;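 further: loss of luciferase light is scored as toxicity; potency means the concentration at half of the fitted maximal effect; on the % scale 0 is the no-effect control and ±100 the full control effect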
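MLSMR compounds, 24 hr on cells at 37 deg C/5% CO2; luminescence after luciferase reagent (12 min RT). Inhibition counted as the undesired cytotoxic outcome.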
D3 ag – D3 dopamine receptor (human) agonism. AID 652048. P35462. D3R DiscoveRx beta-arrestin cells, luminescence, 90 min. max activation, %. 410,000 compounds, 0.58% hits; in the data active means max activation above about 30%; further: 0% is about no effect; mostly tested at two doses, the higher about 12 µM
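Cells at 1500/well, incubated overnight, then treated with pinned compounds (dopamine as control) for 90 min at 37 degrees C. DiscoveRx reagent added for 30 - 60 minutes at room temperature; luminescence read.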
TDP-43 yeast inh – rescues yeast growth from TDP-43 toxicity; TDP-43 expressing yeast growth rescue, BacTiter-Glo, 24 h; Potency, µM (top dose mostly 46.1 µM), without a hit: top-dose growth rescue (activation), usual class: activators; 410,000 compounds, 1.8% hits; further: potency means the concentration at half of the fitted maximal effect; % of control where 0% means no effect; nearly all actives have a fitted effect of over 50% in size
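Growth rescue of TDP-43-toxic yeast measured as ATP luminescence (BacTiter-Glo). Cells grown to mid-log in raffinose, induced in galactose at OD600=0.02, exposed to compound 24 hr at 30 deg C.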
PTHR1 ag – activates the human parathyroid hormone receptor PTHR1; Potency, µM (top dose mostly 115 µM), for the others: at the top dose activation, actives largely listed as activators; AID 743266; HEK293 GP2 PTHR1 cells, GloSensor cAMP luminescence, 1 h; 410,000 compounds, 0.075% hits; further: potency means the concentration at half of the fitted maximal effect; nearly all actives have a fitted effect of over 55% in size; some results filed as inactive show a strong effect at the top dose; inactives centre near -15; many of its hits are not listed in these tables
Target sequence (Q03431 whole entry, looked up): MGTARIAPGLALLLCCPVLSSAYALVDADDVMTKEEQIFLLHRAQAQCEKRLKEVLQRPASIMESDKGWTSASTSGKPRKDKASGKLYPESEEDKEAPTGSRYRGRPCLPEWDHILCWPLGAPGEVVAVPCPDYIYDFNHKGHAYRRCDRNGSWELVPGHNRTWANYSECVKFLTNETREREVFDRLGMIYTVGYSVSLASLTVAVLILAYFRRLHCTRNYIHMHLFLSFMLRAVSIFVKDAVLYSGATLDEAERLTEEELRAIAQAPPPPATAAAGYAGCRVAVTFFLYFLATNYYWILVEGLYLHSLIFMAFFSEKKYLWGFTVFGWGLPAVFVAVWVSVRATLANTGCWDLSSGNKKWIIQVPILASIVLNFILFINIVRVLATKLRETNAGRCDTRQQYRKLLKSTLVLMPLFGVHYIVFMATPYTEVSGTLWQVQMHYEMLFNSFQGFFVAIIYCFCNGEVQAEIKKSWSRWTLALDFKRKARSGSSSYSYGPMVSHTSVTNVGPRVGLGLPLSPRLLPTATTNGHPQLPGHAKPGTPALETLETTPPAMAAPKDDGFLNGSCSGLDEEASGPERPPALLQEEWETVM
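HEK-293-derived GP2 cells expressing PTHR1 and a GloSensor cAMP reporter, 3,000/well, plated overnight, given luciferin plus IBMX (each 0.5 mM as added) for 1 h at 37 °C, then compound for 1 h at 37 °C. Luminescence was read after 15 min at room temperature.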
D3 antag – D3 dopamine receptor (human) antagonism | P35462 | 360,000 compounds, 2.5% hits | D3R cells, DiscoveRx beta-arrestin luminescence, antagonist mode; stronger effect = lower value | AID 652054 | max response, negative = inhibition, %; in the data active means max response below about -50%; inconclusive means no clear call, values can overlap the other calls; further: on the % scale 0 is the no-effect control and ±100 the full control effect; mostly tested at two doses, the higher about 12 µM
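Cells plated overnight at 1500 cells/well, then exposed to library compounds with dopamine controls for 90 minutes at 37 degrees C. DiscoveRx reagent added for 30–60 minutes at room temperature; luminescence read, quantitative HTS format.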
GLP-1R inv ag – acts as inverse agonist at human GLP-1 receptor. P43220. HEK293 GLP-1R CRE-luciferase, luminescence, 24 h; GLP-1R form is constitutively active. Potency, µM (doses to about 38.3 µM), inactives show at the highest dose activity change, negative = inhibition, actives largely listed as inhibitors. 410,000 compounds, 1.6% hits; further: potency means the concentration at half of the fitted maximal effect; on the % scale 0 is the no-effect control and ±100 the full control effect; nearly all actives have a fitted effect of over 55% in size
Target sequence (P43220 whole entry, looked up): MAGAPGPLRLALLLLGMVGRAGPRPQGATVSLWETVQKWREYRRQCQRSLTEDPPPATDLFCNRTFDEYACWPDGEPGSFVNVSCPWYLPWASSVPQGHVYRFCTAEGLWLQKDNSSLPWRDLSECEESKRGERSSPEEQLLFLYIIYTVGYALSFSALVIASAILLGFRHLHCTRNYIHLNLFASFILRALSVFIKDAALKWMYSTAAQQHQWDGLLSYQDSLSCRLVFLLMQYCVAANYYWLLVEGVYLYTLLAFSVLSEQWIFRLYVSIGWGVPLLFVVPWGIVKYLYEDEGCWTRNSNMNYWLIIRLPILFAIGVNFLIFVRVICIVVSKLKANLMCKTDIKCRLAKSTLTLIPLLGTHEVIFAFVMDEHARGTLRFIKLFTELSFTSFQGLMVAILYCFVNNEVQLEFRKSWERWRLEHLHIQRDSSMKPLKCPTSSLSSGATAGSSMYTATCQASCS
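Luminescence readout: a drop in cAMP-driven luciferase signal flags inverse agonism at a constitutively active GLP-1R stably expressed in HEK293. Compound exposure lasted 24 hr at 37 deg C, 5% CO2.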
KB-V1 cytotox – KB-V1 MDR subline cytotoxicity. Potency, µM (top dose mostly 46.1 µM), inactives show top-dose activity change, negative = cytotoxicity, hits mostly cytotoxic. 400,000 compounds, 3.4% hits. KB-V1 MDR cells viability, CellTiter-Glo, 72 h; further: potency means the concentration at half of the fitted maximal effect; on the % scale 0 is the no-effect control and ±100 the full control effect; nearly all actives have a fitted effect of over 60% in size
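Following 72 h at 37 degrees C with compound, KB-V1 cell viability was read by CellTiter-Glo luminescence, medium being phenol-red-free DMEM plus 10% FBS; concentration-response parameters came from normalized, curve-fitted qHTS data.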
GLP-1R agonist – agonists of human GLP-1 receptor. P43220. HEK293 GLP-1R CRE-luciferase, luminescence, 4-6 h; cells express a hypersensitive GLP-1R form. Potency, µM (doses to about 45.6 µM), without a hit: top-dose activation, usual class: activators. 380,000 compounds, 0.007% hits. AID 624172; further: potency means the concentration at half of the fitted maximal effect; % of control where 0% means no effect
aSyn rescue – inhibitors of alpha-synuclein toxicity in yeast; Yeast expressing alpha-synuclein, growth rescue, BacTiter-Glo, 24 h; Potency, µM (titrated, usually from 46.1 µM), for the others: top-dose growth rescue (activation), actives largely listed as activators; 370,000 compounds, 0.14% hits; further: potency means the concentration at half of the fitted maximal effect; % of control where 0% means no effect; nearly all actives have a fitted effect of over 65% in size
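Readout is rescue of growth in alpha-synuclein-expressing yeast, so inhibitors of toxicity appear as activators. Growth after 24 hr at 30 deg C in galactose medium is quantified by luminescence.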
* marks the source's active call; other numbers are inactive results; i = inactive; ? = inconclusive; · = no result given; & = joins results of further samples; [ ] = dose if it differs, or a comment. Unless noted, the call rests on the fitted dose curve; in most records, active means well fitted curve in the direction sought with a large enough effect; inconclusive means small, poorly fitted or top-dose-only effect, or another doubt; inactive means no such curve, though single readings can be large; an effect the other way counts as inactive or inconclusive. An excerpt. The share of hits here may be higher or lower than overall.

1	Cc1cccc(Cn2c(NCC(C)O)nc3c2c(=O)n(C)c(=O)n3C)c1 (stereo not drawn)
2	Cc1cccc(NC(=O)CSc2nc3c([nH]c4ccccc43)c(=O)n2-c2ccc(F)cc2)c1C
3	COc1ccc(-n2ncc3c2ncn2nc(-c4ccc(Cl)cc4Cl)nc32)cc1
4	CCOC(=O)c1noc2nc(C)n(CC(=O)NC(C)CC)c(=O)c12 (stereo not drawn)
5	CN1CCN(CCCNc2nc3ccccc3c3nc(-c4ccccc4)nn23)CC1
6	Cc1cccc(NCc2nc3ccccc3n2Cc2ccccc2)c1
7	Nc1c(N(CCC2=CCCCC2)C(=O)COc2ccc([N+](=O)[O-])cc2)c(=O)[nH]c(=O)n1Cc1ccccc1
8	O=c1[nH]c(C2CCCN(S(=O)(=O)c3ccccc3F)C2)nc2c1nnn2Cc1ccccc1Cl (stereo not drawn)
9	CCN(c1ccccc1)S(=O)(=O)c1cc(C(=O)Nc2ccc(Br)cc2)ccc1F
10	COc1ccc(N/N=C(/Oc2ccc([N+](=O)[O-])cc2)C(C)=O)cc1

Screen / compound no. | 1 | 2 | 3 | 4 | 5 | 6 | 7 | 8 | 9 | 10
aSyn rescue | 0% | · | · | · | 2% | 0% | 0% | 0% | 3% | 6%
GLP-1R inv ag | -12% | 2% | 12% | 9% | ? | 0% | 0% | -24% | 2.5µM* | 4%
KB-V1 cytotox | -16% | · | · | -39% | 10% | ? | 0% | -3% | ? | 14%
GLP-1R agonist | 10% | · | · | · | 3% | 3% | -1% | 20% | -5% | 4%
PTHR1 ag | -20% | i | i | i | i | -2%[57.5 µM] | i | -34%[inhibitor] | -96%&-65%[inhibitor] | -13%[57.5 µM]
GLP1R cytotox | 15% | -1% | -5% | -11% | 3% | ? | -13% | -17% | -5%&-18% | -4%
D3 ag | -1 | -4 | 3 | -15 | -1 | -7 | -5 | 6 | -1&-5 | -4
TDP-43 yeast inh | -2% | 23% | 16% | -34% | 4% | 16µM* | 19% | -22% | -1%&9% | ?
D3 antag | 18 | · | · | · | 4 | -19 | -11 | 11 | ? | ?

11	COCC(C)n1c(C)cc(C(=O)CSc2nc(C)c(C)c(C)n2)c1C (stereo not drawn)
12	CCOC(=O)CN1C(=O)C(=O)N(Cc2c(F)cccc2Cl)C1=O
13	Cc1ccc(C)c(N(CC(=O)NCc2ccco2)C(=O)CCC(=O)Nc2nccs2)c1
14	CO/N=C/NC(=O)c1ccc([N+](=O)[O-])c(CS(=O)(=O)c2ccc(Cl)cc2)c1
15	Cc1ccc(CC(=S)N2CCOCC2)cc1
16	CCCCOc1ccc(S(=O)(=O)NC(=O)C2(C)CCN2C(=O)Cc2ccccc2Cl)cc1 (stereo not drawn)
17	COc1cccc(C2=NOC(C(=O)N3CCN(c4ccccc4)CC3)C2)c1OC (stereo not drawn)
18	O=C(O)C[C@@H](CNC(=O)COc1ccc2ccc(=O)oc2c1)c1ccc(Cl)cc1
19	C#Cc1ccc([C@H]2C=C(C(=O)OCC=C)O[C@@H](OCC)[C@@H]2CCCO)cc1
20	COc1ccccc1N(CC1CO1)S(=O)(=O)c1ccccc1 (stereo not drawn)

Screen / compound no. | 11 | 12 | 13 | 14 | 15 | 16 | 17 | 18 | 19 | 20
aSyn rescue | 0% | 4% | -5% | -5% | -1% | -6% | 0% | -3% | 9% | -5%
GLP-1R inv ag | 2% | -22% | -10% | 0% | -16% | ? | ? | 17% | ? | -21%
KB-V1 cytotox | 10% | 22% | -17% | -21% | -1% | 15% | -7% | ? | 9% | -6%
GLP-1R agonist | 16% | 0% | 6% | 3% | 6% | -4% | 1% | -4% | 5% | 7%
PTHR1 ag | i | i | i | -9% | i | -19% | i | -2% | -13% | -9%
GLP1R cytotox | -24% | -23% | -1% | -6% | 6% | -3% | 5% | -4% | 21% | -4%
D3 ag | 10 | 7 | -7 | 0 | 23 | -20 | 2 | 3 | 62* | 4
TDP-43 yeast inh | ? | 14% | -13% | 3% | -8%[0.397 µM] | ? | ? | 3% | 15% | 1%
D3 antag | 23 | -6 | -14 | 7 | 13 | -8 | 13 | -7 | 64 | 5

21	O=C(COC(=O)c1cncc(Br)c1)NCc1ccc(Cl)cc1
22	COc1ccc(NC(=O)CCc2nnc3ccc(N4CCC(C)CC4)nn23)cc1
23	c1ccc(-c2nnc(-c3ccccn3)nn2)nc1
24	Cc1ccc2nc3sc(C(=O)Nc4ccc(F)cc4)cc3cc2c1
25	CC1CCN(S(=O)(=O)c2ccc(C(=O)NCc3ccco3)cc2)CC1
26	CN(CCc1ccccc1)c1cc2c(c3c1ccn3C)C1CCC2O1 (stereo not drawn)
27	Cn1nnnc1SCC(=O)N1CCCCC1
28	CC(=O)CC(C)(C)NC(C)=S
29	O=C(CC(=O)c1ccccc1)Nc1cccc([N+](=O)[O-])c1
30	CCc1ccccc1NC(=S)N(Cc1ccc(OC)cc1)CC1CCC(C(=O)O)CC1 (stereo not drawn)

Screen / compound no. | 21 | 22 | 23 | 24 | 25 | 26 | 27 | 28 | 29 | 30
aSyn rescue | 5% | 3% | -5% | -9% | 8% | 0% | -3% | -6% | 2% | -4%
GLP-1R inv ag | 8% | 9% | ? | 8% | -15% | 11% | 12% | 9% | -17% | -19%
KB-V1 cytotox | ? | -10% | -15% | 26%&26% | -27% | 16% | -2% | 23% | 1% | 1%
GLP-1R agonist | -3% | -1% | -3% | · | 2% | -3% | -1% | -2% | -5% | 9%
PTHR1 ag | -17% | i | -31%[inhibitor] | i | i | -17% | -14% | i | -18% | 29%
GLP1R cytotox | 2% | 7% | 3% | -3% | -6% | 5% | -2% | 0% | -5% | -2%
D3 ag | 1 | -12 | 9 | 3 | 4 | 2 | -2 | 14 | -9 | -6
TDP-43 yeast inh | 14% | 5% | ? | 0% | -2% | 23% | -16% | 10% | 6% | -5%[0.397 µM]
D3 antag | 3 | -9 | -1 | · | 5 | -14 | -19 | -15 | -6 | 6

31	COc1cccc(-c2ccc3c(N)c(C(=O)Nc4cc(F)ccc4F)sc3n2)c1
32	O=C(c1ccc(-c2cc(Cl)ccc2Cl)o1)N1CCOCC1
33	COc1ccc(CN(C(=O)c2cnccn2)C(C(=O)Nc2ccc(F)cc2)c2ccccc2)cc1 (stereo not drawn)
34	COC(=O)C1C(c2ccccc2)C=CC(c2ccccc2)C1C(=O)O (stereo not drawn)
35	O=C(NCCC(=O)N1CCN(Cc2c(F)cccc2Cl)CC1)c1ccc(Cl)cc1
36	CN(Cc1ccccc1)C(=O)c1cccc(NC(=O)Cc2ccc(NC(=O)C3CCN(C(=O)c4ccccc4)CC3)cc2)c1
37	CC(C)N(C(=O)Cn1cc(S(=O)(=O)CC(=O)NC2CCCCC2)c2ccccc21)C(C)C
38	CCOC(=O)/C(C#N)=C/c1c(N2CCN(CC)CC2)nc2c(C)cccn2c1=O
39	CN(C1=NS(=O)(=O)c2ccccc21)c1ccc(OC(=O)c2ccccc2)cc1
40	CCOC(=O)CC1CCCCN1Cc1cn(C)nc1-c1ccc2c(c1)OCCO2 (stereo not drawn)
41	Cc1cc(=O)oc2c(C)c(OCC(=O)NC3CCN(Cc4ccccc4)CC3)ccc12
42	Cc1cccc(S(=O)(=O)NC(=O)C2(C)CCN2C(=O)c2ccc(C3CCCCC3)cc2)c1 (stereo not drawn)
43	CC1CCCCN1C(=O)Cn1c(=O)n(-c2ccc(Cl)cc2)c(=O)c2c3c(sc21)CCC3 (stereo not drawn)

Screen / compound no. | 31 | 32 | 33 | 34 | 35 | 36 | 37 | 38 | 39 | 40 | 41 | 42 | 43
aSyn rescue | · | -4% | 10% | 14% | 6% | 2% | -1% | -4% | -2% | 1% | ? | 28% | ·
GLP-1R inv ag | -71% | 5% | 5.6µM* | 5% | ? | -1% | 5% | 47%[activator] | 24% | 7% | 11% | 9% | -11%
KB-V1 cytotox | 21% | -23% | -17% | -6% | 0% | 12% | 17% | -2% | -11% | -9% | 0% | -7% | 12%
GLP-1R agonist | · | 23% | 0% | 5% | 10% | 0% | -4% | -1% | 8% | 13% | 4% | -6% | -2%
PTHR1 ag | -4% | -53%[inhibitor] | i | -20% | -12% | -17% | 3% | -1% | i | i | ? | i | 17%
GLP1R cytotox | 114%[activator] | 5% | -17% | -3% | 2% | 9% | -13% | -9% | -10% | 6% | -7% | 1% | 3%
D3 ag | 8 | -7 | 5 | 3 | 65* | 11 | 4 | -5 | 5 | -2 | -8 | 3 | -15
TDP-43 yeast inh | 30% | ? | 8% | ? | 21% | 15% | -2% | -17% | -18% | -9% | -24% | ? | 2%
D3 antag | · | -5 | 1 | 11 | -4 | 0 | -1 | -4 | -8 | -12 | -18 | 11 | ·

Two compounds from above, reduced to TDP-43 yeast inh, D3 ag and D3 antag:
| No. | molecule | TDP-43 yeast inh | D3 ag | D3 antag |
| --- | --- | --- | --- | --- |
| 1 | Cc1cccc(Cn2c(NCC(C)O)nc3c2c(=O)n(C)c(=O)n3C)c1 (stereo not drawn) | -2% | -1 | 18 |
| 2 | Cc1cccc(NC(=O)CSc2nc3c([nH]c4ccccc43)c(=O)n2-c2ccc(F)cc2)c1C | 23% | -4 | · |

Another view of 2 compounds above.
| nr | SMILES | aSyn rescue | GLP-1R inv ag | KB-V1 cytotox | GLP-1R agonist | PTHR1 ag | GLP1R cytotox | D3 ag | TDP-43 yeast inh | D3 antag |
| --- | --- | --- | --- | --- | --- | --- | --- | --- | --- | --- |
| 36 | CN(Cc1ccccc1)C(=O)c1cccc(NC(=O)Cc2ccc(NC(=O)C3CCN(C(=O)c4ccccc4)CC3)cc2)c1 | 2% | -1% | 12% | 0% | -17% | 9% | 11 | 15% | 0 |
| 37 | CC(C)N(C(=O)Cn1cc(S(=O)(=O)CC(=O)NC2CCCCC2)c2ccccc21)C(C)C | -1% | 5% | 17% | -4% | 3% | -13% | 4 | -2% | -1 |
